Bioassay records (PubChem BioAssay)
OXTR potentiator: human OXTR potentiation; P30559; CHO-OTR cells, Fluo-8 calcium fluorescence, potentiator mode; 0% = oxytocin EC15, 100% = EC100; activation, % at 3 µM; 320,000 tested, 0.061% active; AID 2445;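 active = activation above that plate's cutoff, the mean activation of tested compounds plus 3 SD, cut at about 6.6% in these data, passing the limit was not always enough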;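 note: 100% uses oxytocin at 75 nM as the full agonist control; some results filed as inactive read as strong as hits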
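Dosing: Single dose, 3.0 µM nominal final compound concentration | Material: Human OTR in CHO cells | Technique: Kinetic Fluo-8 calcium fluorescence | Benchmarks: EC15 oxytocin alone as 0%, 75 nM oxytocin as 100% | Probe or stimulus: Oxytocin at about EC15, sub-maximal agonist stimulus | Incubation: Compound 6 min at room temperature before oxytocin, 100 s read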
TAAR1 antag: antagonists of human TAAR1; 360,000 tested, 1.5% active; inhibition, % at 3 µM; Q96RJ0; CHO RD-HGA16 TAAR1, Fluo-8 calcium fluorescence, antagonist; AID 624466;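 active = inhibition above a per-plate cutoff, the mean inhibition of test compounds on that plate plus 3 SD, cut at about 49% in these data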;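 note: 0% = DMSO plus EC80 beta-PEA response and 100% = DMSO alone without agonist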
Target sequence (Q96RJ0 whole entry, looked up): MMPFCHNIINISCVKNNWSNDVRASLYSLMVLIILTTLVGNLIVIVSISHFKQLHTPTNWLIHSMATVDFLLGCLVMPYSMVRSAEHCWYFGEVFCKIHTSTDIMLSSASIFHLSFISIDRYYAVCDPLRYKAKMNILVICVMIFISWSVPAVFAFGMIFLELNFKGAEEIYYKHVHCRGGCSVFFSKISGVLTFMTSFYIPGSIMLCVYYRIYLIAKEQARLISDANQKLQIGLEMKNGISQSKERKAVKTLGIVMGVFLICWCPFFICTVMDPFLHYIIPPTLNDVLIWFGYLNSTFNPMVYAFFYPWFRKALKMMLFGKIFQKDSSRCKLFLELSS
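System: RD-HGA16 CHO cells with stable hTAAR1 and Gα16 | Probe or stimulus: EC80 β-phenethylamine stimulus | Dosing: 3 µM, single point | Times: Dye loading 75 min at 37 °C, then 30 min room temperature | Measured by: Fluo-8 calcium-sensitive fluorescence | Read-out basis: % inhibition of agonist calcium response | Replicates: n of 1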
CHO-K1 Ca antag: M1 antagonist counterscreen hit in parental CHO-K1 cells; ATP-induced calcium, Fluo-8 fluorescence; inhibition, % at 3 µM; 360,000 tested, 0.6% active;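 active = inhibition above a per-plate cutoff, the plate's mean sample inhibition plus 3 SD, cut at about 24% in these data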;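 note: 0% = DMSO plus EC80 ATP and 100% = DMSO alone without ATP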
CHO-K1 Ca PAM: M1 PAM counterscreen hit in parental CHO-K1 cells | ATP EC20, Fluo-8 calcium fluorescence; 0% at ATP EC20, 100% at ATP max | activation, % at 3 µM | 360,000 tested, 0.02% active;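 active = activation above the run cutoff, the mean activation of all test compounds plus 3 SD, cut at about 40% in these data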;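 note: peak over basal fluorescence ratio in a 140 s read after ATP addition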
V1aR counter: counter-screen for oxytocin receptor agonists: human V1a receptor agonists. CHO-V1R cells, Fluo-8 calcium fluorescence, agonist mode; 0% DMSO, 100% 3 nM vasopressin. activation, % at 3 µM. 320,000 tested, 0.25% active;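 active = activation above the mean activation of all tested compounds plus 3 SD, per screening run, cut at about 20% in these data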;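 note: signal is peak over basal fluorescence ratio across a 100 second FLIPR read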
Target sequence (P37288 whole entry, looked up): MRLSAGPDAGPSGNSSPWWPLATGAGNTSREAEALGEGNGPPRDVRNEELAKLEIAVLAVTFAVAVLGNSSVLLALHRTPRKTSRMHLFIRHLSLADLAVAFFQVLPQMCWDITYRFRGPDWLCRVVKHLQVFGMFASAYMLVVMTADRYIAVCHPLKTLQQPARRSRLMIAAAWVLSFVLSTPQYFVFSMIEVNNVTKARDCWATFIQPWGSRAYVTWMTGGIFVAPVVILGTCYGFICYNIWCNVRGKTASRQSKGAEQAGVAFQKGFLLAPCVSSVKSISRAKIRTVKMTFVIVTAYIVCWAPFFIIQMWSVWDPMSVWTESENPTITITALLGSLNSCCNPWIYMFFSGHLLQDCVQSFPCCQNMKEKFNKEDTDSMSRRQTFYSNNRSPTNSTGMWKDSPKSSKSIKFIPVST
CHO-K1 Ca ag: counter-screen for M1 agonists: effect in parental CHO-K1 cells; Fluo-8 calcium fluorescence; scaled to maximal ATP response, vehicle zero; activation, % at 3 µM; 360,000 tested, 0.48% active; in the data active = activation above about 15%;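 note: untransfected CHO-K1 host cells lacking M1 receptor as counterscreen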
GPR7 antagonist: blocks human GPR7 receptor signaling | P48145 | GPR7-expressing cells, fluorescence antagonist assay | inhibition, % at 4.4 µM | 290,000 tested, 1.1% active | AID 1861; in the data active = inhibition above about 16%, passing the limit was not always enough;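 note: cells stimulated with the agonist NPW; 0% = agonist with vehicle and 100% = vehicle without agonist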
Target sequence (P48145 whole entry, looked up): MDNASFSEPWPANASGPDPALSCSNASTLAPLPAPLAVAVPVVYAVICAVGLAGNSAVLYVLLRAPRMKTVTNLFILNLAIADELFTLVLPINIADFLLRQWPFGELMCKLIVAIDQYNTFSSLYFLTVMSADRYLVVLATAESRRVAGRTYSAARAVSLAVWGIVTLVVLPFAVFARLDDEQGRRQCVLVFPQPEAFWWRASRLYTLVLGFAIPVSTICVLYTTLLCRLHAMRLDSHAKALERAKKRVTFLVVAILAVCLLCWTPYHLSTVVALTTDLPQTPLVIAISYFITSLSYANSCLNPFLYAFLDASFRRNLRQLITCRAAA
CHO parental Ca: counter-screen: ATP calcium response change in parental CHO cells; parental CHO-K1, ATP-induced calcium, Fluo-8 fluorescence; inhibition, % at 5.6 µM; 330,000 tested, 0.63% active;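 active = inhibition above that plate's mean sample inhibition plus 3 SD, cut at about 26% in these data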;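 note: 0% = ATP-challenged DMSO wells and 100% = DMSO wells without ATP; some compounds past the cut are filed as inactive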
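Test system: untransfected parental CHO cell line. Compound: one dose, 5.6 µM nominal. Detection: intracellular calcium via Fluo-8 no-wash fluorescent dye. Measure: % inhibition. Benchmarks: ATP-challenged DMSO wells low, unchallenged DMSO wells high.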
OXTR agonist: agonists of human oxytocin receptor; P30559; CHO-OTR cells, Fluo-8 calcium fluorescence; normalized: DMSO 0%, oxytocin 100%; activation, % at 3 µM; 320,000 tested, 0.32% active; AID 2435;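 active = activation above the mean of all tested compounds plus 3 SD, cutoff set per screening run, cut at about 20% in these data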;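 note: peak over basal fluorescence ratio from a 100 s FLIPR kinetic read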
Numbers without * were called inactive; x = no result given.

entry	Structure	OXTR potentiator	TAAR1 antag	CHO-K1 Ca antag	CHO-K1 Ca PAM	V1aR counter	CHO-K1 Ca ag	GPR7 antagonist	CHO parental Ca	OXTR agonist
1	CCOC(=O)c1c(N2C(=O)Nc3ccccc3N2O)sc2c1CCCCC2	1	-7	7	16	0.1	-0.6	-3	-12	-0.1
2	O=[N+]([O-])c1ccccc1S(=O)(=O)Nc1nc2ccccc2s1	-4	-25	-5	-7	0.7	0.1	12	-4	0.5
3	CC(NC(=O)COC(=O)Cn1cc(C(F)(F)F)ccc1=O)c1ccccc1 (stereo unspecified)	-1	-26	-1	-4	0.8	-0.3	x	-10	1.0
4	COc1ccc(NC(=O)c2c(Cl)cnn2C)c(C)c1	-6	-4	-2	11	-0.1	-0.2	-12	0	-1.7
5	COc1cc(C=O)cc(OC)c1OS(=O)(=O)c1ccc(NC(C)=O)cc1	-4	-1	8	-4	2.2	1.9	-10	-5	2.5
6	CCc1ccc(CN(C)CC(=O)Nc2sccc2C#N)cc1	-10	10	-17	33	1.3	2.6	4	-37	-2.3
7	CCc1cccc(C)c1NC(=O)COC(=O)CSCc1ccccc1	-5	-5	-7	-3	0.3	0.0	x	-8	-1.6
8	COc1ccc(CCNC(=O)CSc2nc(C)nc3sccc23)cc1OC	2	-22	6	-16	0.2	2.1	-12	-14	1.3
9	COc1ccc(N(CC(=O)Nc2ccc(OC)cc2OC)S(=O)(=O)c2ccccc2)cc1	-26	-29	-19	18	-0.9	0.7	10	-30	-1.2
10	OC(c1ccccc1)c1nccn1Cc1ccccc1 (stereo unspecified)	-4	2	-5	-2	-0.4	0.0	-1	-3	0.8
11	Cc1csc(NC(=O)CN2CCCCCC2)n1	-7	0	-7	5	0.5	0.4	-1	-1	0.3
12	COc1ccccc1C(=O)NCC[N+](C)(C)C	x	2	-6	8	x	0.2	x	x	x
13	N#Cc1ccc(S(=O)(=O)N2CCc3[nH]c4ccc(F)cc4c3C2)cc1	-4	7	-7	22	2.1	1.9	11	-1	2.2
14	CC(C)c1ccc(C2c3[nH]c4ccccc4c3C[C@H]3C(=O)N(c4ccccc4C(=O)N4CCC[C@@H]4C(=O)O)C(=O)N23)cc1 (stereo partly specified)	7	-20	-4	9	1.6	0.0	3	3	1.0
15	Cc1[nH]c(=O)[nH]c(=O)c1S(=O)(=O)N1CCC(C(=O)N2CCN(Cc3ccccc3)CC2)CC1	-6	x	1	2	1.2	0.5	-20	1	1.1
16	COc1ccc(CN2CCC(CO)(CCOc3ccccc3)CC2)cc1C	-9	-11	-18	24	1.9	3.5	-2	-23	6.5
17	Cc1cs/c(=N\N=C\c2cccc([N+](=O)[O-])c2)n1Cc1ccco1	-4	6	-4	5	0.0	-0.2	-4	-21	-1.5
18	COc1ccc(NCC(=O)N2CCCC2)cc1Cl	-6	10	10	-16	2.4	0.6	-8	0	-0.3
19	Cc1cc(C(=O)O)cc(S(=O)(=O)Nc2ccccc2C(=O)NC(C)c2ccccc2)c1C (stereo unspecified)	-4	-15	-3	-5	0.4	0.6	-4	-6	0.6
20	COc1cc(NC(=O)CN2C(=O)c3ccccc3S2(=O)=O)c(OC)cc1Cl	-15	-5	-2	13	-0.7	1.5	-10	-17	-0.8
21	CCOC(=O)C(NC(=O)CC)(Nc1ccc(S(N)(=O)=O)cc1)C(F)(F)F (stereo unspecified)	-5	-19	1	14	0.8	-0.2	10	-12	-0.4
22	Cc1cc(C)cc(NC(=O)N2CCC(NC(=O)c3ccc(F)cc3)CC2)c1	0	-9	-16	15	-0.1	0.3	-6	-6	-1.6
23	CCOC(=O)/C(N)=C/c1ncc(C(F)(F)F)cc1Cl	-12	-16	-9	16	0.4	0.6	-12	-1	-1.3
24	S=c1[nH]nc(-c2ccccc2)n1/N=C/c1cccs1	-13	x	-2	14	-1.2	-0.3	-2	0	-1.9
25	CC(=O)Nc1ccc(Sc2ccccc2C(=O)O)cn1	-13	-2	-2	1	2.9	-0.3	-11	-6	-0.3
26	O=C(NCc1cccs1)C1CCN(c2nccs2)CC1	-13	12	-7	12	-0.4	0.1	-8	-13	-1.3
27	c1ccc(-c2nnc(C3CC(c4ccncc4)=NO3)o2)cc1 (stereo unspecified)	-3	2	-12	-4	-0.5	0.4	x	-10	0.2
28	C=C(C)COc1ccc(-c2ncncc2-c2ccc(Br)cc2)c(O)c1	-18	-11	9	-21	-0.2	-0.6	-22	7	-1.4
29	CC1CCCCN1C(=O)Nc1ccccc1Cl (stereo unspecified)	-11	-9	-3	17	-0.3	0.7	2	-5	0.0
30	COc1ccc(Cn2cnc3c4cc(F)ccc4n(C)c3c2=O)cc1	-7	-11	-10	10	1.2	0.8	-4	-11	-0.2
31	O=C(O)C1(Nc2ccc(Cl)cc2)CCCC1	x	-7	-9	6	x	0.6	x	x	x
32	Cc1ccc(-c2nc3ccccc3n2C)o1	-8	-2	5	1	-1.6	-0.4	-7	-33	-2.8
33	CC1=N/C(=C\c2ccc3c(c2)OCO3)C(=O)N1c1ccc(C(=O)O)cc1	-3	-12	3	18	0.9	0.0	2	-8	0.1
34	C[C@H]1COC(=O)CC/C=C\C[C@H](CC(=O)N(CCO)Cc2ccccc2)C(=O)N1	-8	2	3	-16	-0.1	-0.2	x	-4	0.8
35	COc1cc(/C=C/C(=O)OCC(=O)c2ccc(OC(F)F)cc2)ccc1O	-10	61*	-9	3	21*	9.8	x	9	34*
36	O=C(CSCCc1ccccn1)Nc1ccc(Br)cn1	-5	-11	-14	19	0.3	1.0	3	0	0.8
37	CC(C)NC(=O)c1cc(-c2ccc3c(c2)OCO3)on1	-23	-17	-14	26	4.1	5.9	44*	4	0.2
38	O=C(NC(=S)NCC1CCCO1)c1cccc([N+](=O)[O-])c1 (stereo unspecified)	-4	-16	-10	23	0.6	1.2	-6	-8	-0.7
39	CCOc1ccc(N)c(SSc2cc(OCC)ccc2N)c1	-15	-7	-6	2	3.3	-0.6	8	47*	0.8
40	CCOc1c2ccc(C(=O)N[C@H](C)C3CCCCC3)cc2nn1CCOC	-6	-6	-12	-10	-0.7	0.2	-5	-7	-0.1
41	OCC[C@@H]1C[C@@H](O)[C@H](O)[C@]2(OCCCc3ccccc32)O1	-2	-15	-8	3	0.6	0.1	-13	-8	1.0
42	COc1ccccc1CN(C)C(=O)c1ccccc1Sc1ccccc1C#N	-15	29	-10	17	1.1	4.2	15	27	0.5
43	CCOc1ccc2c(c1)c(N=Nc1cccc(C(=O)O)c1)c(O)n2C	1	-3	1	20	-0.1	0.1	-12	-13	0.1
44	Cc1cccc(OCC(=O)Oc2ccc(Cl)cc2)c1	-6	8	-3	11	1.0	0.9	x	-11	0.6
45	COc1ccccc1N1CCN(C(=O)CCCNC(=O)Cn2cnc3sc(C)c(C)c3c2=O)CC1	-8	-6	-13	-25	-0.9	1.1	-25	-16	-0.7
46	COC(=O)c1ccc(Cn2nc(C)cc2C)cc1	-2	-6	-3	17	-0.2	0.9	-3	-14	-1.6
47	CC(C)=CCC(C)(C)C1OCCN1C(=O)Nc1ccccc1 (stereo unspecified)	-4	0	-6	17	-1.0	0.7	-1	-11	-2.2
48	CCc1ccc(C(=O)COC(=O)c2ccc(-c3nnc(-c4ccccc4)o3)cc2)cc1	-7	-10	-2	2	0.6	0.3	-3	-2	0.9
49	CCCOc1ccc2ccccc2c1/C=N/n1cnnc1	-2	-6	-1	21	-0.6	0.9	-8	-23	-1.3
50	Cc1cc(C=C2C(=O)c3ccccc3C2=O)c(C)n1-c1cccc(C(=O)O)c1	-13	30	5	18	4.0	9.0	-2	-14	6.4
51	COc1ccccc1C(=O)NCC(=O)n1nc(C)cc1C	-11	5	-6	17	-0.4	0.2	-1	10	-1.6
52	COc1ccc(/C=N/NC(=O)Cn2ccnc2C)cc1OC	-8	-14	-13	19	-0.3	1.3	-1	-9	0.4
53	CC(C)c1cc(C(=O)NCc2ccco2)no1	1	-12	-3	9	0.3	0.5	5	-6	0.6
54	COc1ccc(C2CC23N=C(c2ccccc2)OC3=O)cc1 (stereo unspecified)	2	-5	4	1	0.2	0.2	-4	2	0.7
55	O=CN1CCN(S(=O)(=O)c2ccc(S(=O)(=O)NC3CCCCC3)cc2)CC1	-8	7	6	-24	1.3	0.2	6	-11	0.4
56	CCCCN1C(=O)C(CC(=O)NCc2ccco2)CC(C(=O)N2CCCCCC2)=C1C (stereo unspecified)	x	-10	-14	1	x	-0.2	x	x	x

Later entries.
entry	Structure	OXTR potentiator	TAAR1 antag	CHO-K1 Ca antag	CHO-K1 Ca PAM	V1aR counter	CHO-K1 Ca ag	GPR7 antagonist	CHO parental Ca	OXTR agonist
57	COc1ccccc1/C=N/NC(=O)c1nnn(-c2nonc2N)c1CN(C)c1ccccc1	-13	37	-3	-13	1.8	0.7	-21	-13	-0.7
58	CCCCC[C@H](C)N1C[C@H](COCc2ccccc2)Oc2cc(N3CC[C@H](O)C3)ccc2S1(=O)=O	x	-5	-11	5	x	0.4	x	x	x
59	COc1ccc(Oc2cc(F)nc(N)n2)cc1	-3	-6	-6	16	0.2	0.2	1	-6	-0.2
60	CCOC(=O)N1CCN(C(=O)CSCc2nc(-c3ccccc3F)oc2C)CC1	-10	6	-10	6	6.8	3.6	9	-19	12
61	Cc1sc2ncnc(SCC#N)c2c1C	-8	-8	-30	25	-0.8	1.0	2	-7	-1.2
62	O=C1NC2(CCCCCC2)C(=O)N1CCS(=O)(=O)Oc1ccccc1	-6	8	-1	19	-0.9	0.4	-5	-12	-0.8
63	Cn1c(=O)n(CC(=O)O)c(=O)c2c1nc1n2CCCN1Cc1ccccc1	-9	-11	1	11	3.4	0.0	-12	-5	-0.5
64	O=C(N/N=C/C(Cl)=C/c1ccccc1)c1ccco1	2	-5	3	2	0.9	3.3	0	-2	0.2
65	Cc1ccccc1Nc1nnc(C)c(=O)n1N	3	3	-13	19	-0.9	0.6	6	-2	0.2
66	COc1ccc(S(=O)(=O)NCc2ccccn2)cc1NC(=O)c1ccccc1F	-2	-10	-6	9	1.6	1.0	7	-1	0.8
67	Cc1cccc(C2=NN(c3ccccc3)[C@H](CO)[C@H]2c2ccccc2)c1	x	x	-13	-3	x	0.3	x	-20	x

2 entries picked at random from those above, as already listed:
entry	Structure	OXTR potentiator	TAAR1 antag	CHO-K1 Ca antag	CHO-K1 Ca PAM	V1aR counter	CHO-K1 Ca ag	GPR7 antagonist	CHO parental Ca	OXTR agonist
60	CCOC(=O)N1CCN(C(=O)CSCc2nc(-c3ccccc3F)oc2C)CC1	-10	6	-10	6	6.8	3.6	9	-19	12
65	Cc1ccccc1Nc1nnc(C)c(=O)n1N	3	3	-13	19	-0.9	0.6	6	-2	0.2

Compounds as they come, and some 3.5% of all compounds hit somewhere here.
